D3 antag – antagonists of human D3 dopamine receptor; P35462; D3R cells, DiscoveRx beta-arrestin luminescence, antagonist mode; active compounds read low; max response, negative = inhibition, %; actives 2.5% (n = 360,000); AID 652054; in the data active = max response below about -50%; inconclusive = no clear call, values can overlap the other calls; note: % is set by controls: 0 for no effect and ±100 for the full control effect; mostly tested at two doses, the higher about 12 µM
Target sequence (P35462 whole entry, looked up): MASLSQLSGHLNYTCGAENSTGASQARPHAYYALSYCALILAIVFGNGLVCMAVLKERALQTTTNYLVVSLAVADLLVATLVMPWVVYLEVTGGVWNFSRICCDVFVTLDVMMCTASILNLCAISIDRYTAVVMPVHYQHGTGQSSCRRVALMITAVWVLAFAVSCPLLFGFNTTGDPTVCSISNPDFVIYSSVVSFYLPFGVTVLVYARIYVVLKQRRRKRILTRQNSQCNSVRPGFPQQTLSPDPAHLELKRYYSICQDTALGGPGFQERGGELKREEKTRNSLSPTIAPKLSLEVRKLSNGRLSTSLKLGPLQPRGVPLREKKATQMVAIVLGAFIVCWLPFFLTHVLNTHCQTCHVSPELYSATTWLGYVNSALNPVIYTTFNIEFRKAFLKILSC
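Cells plated overnight at 1500 cells/well, then exposed to library compounds with dopamine controls for 90 minutes at 37 degrees C. DiscoveRx reagent added for 30–60 minutes at room temperature; luminescence read, quantitative HTS format.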
GLP1R inv ag – acts as inverse agonist at human GLP-1 receptor. P43220. HEK293 GLP-1R CRE-luciferase, luminescence, 24 h; GLP-1R form is constitutively active. Potency, µM (doses to about 38.3 µM), without a hit: at the top dose activity change, negative = inhibition, most hits filed as inhibitors. actives 1.6% (n = 410,000); note: potency is the fitted concentration of half-maximal effect; % is set by controls: 0 for no effect and ±100 for the full control effect; nearly all actives have a fitted effect of over 55% in size
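Inverse agonists were sought by their lowering of basal cAMP reporter luciferase output in HEK293 cells stably carrying constitutively active human GLP-1R, after 24 h compound treatment.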
aSyn rescue – inhibitors of alpha-synuclein toxicity in yeast. Yeast expressing alpha-synuclein, growth rescue, BacTiter-Glo, 24 h. Potency, µM (titrated, usually from 46.1 µM), without a hit: at the top dose growth rescue (activation), most hits filed as activators. actives 0.14% (n = 370,000); note: potency is the fitted concentration of half-maximal effect; % of control where 0% means no effect; nearly all actives have a fitted effect of over 65% in size
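Galactose-induced alpha-syn yeast (OD600=0.02, raffinose-pregrown) + pinned cpd, 24 hr, 30 deg C; growth by BacTiter-Glo luminescence. Growth restoration scores as activation.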
KB-V1 MDR tox – kills drug-selected multidrug resistant KB-V1 cells | actives 3.4% (n = 400,000) | AID 1347076 | Potency, µM (titrated, usually from 46.1 µM), inactives show at the top dose activity change, negative = cytotoxicity, most hits filed as cytotoxic | KB-V1 MDR cells viability, CellTiter-Glo, 72 h; note: potency is the fitted concentration of half-maximal effect; % is set by controls: 0 for no effect and ±100 for the full control effect; nearly all actives have a fitted effect of over 60% in size
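KB-V1, DMEM (no phenol red) + 10% FBS; cpd pin-transferred, titration series; 72 h, 37 degrees C; CellTiter-Glo, luminescence. Data normalized, curve-fit.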
DRD3 agonist – agonists of human D3 dopamine receptor | P35462 | D3R DiscoveRx beta-arrestin cells, luminescence, 90 min | max activation, % | actives 0.58% (n = 410,000); in the data active = max activation above about 30%; note: 0% is about no effect; mostly tested at two doses, the higher about 12 µM
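Agonist-mode cell screen: cells plated at 1500/well and incubated overnight at 37 °C, then exposed to library compounds for 90 min at 37 °C. Detection reagent was added for 30–60 min at room temperature, and luminescence was read.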
TDP-43 yeast inh – inhibitors of TDP-43 toxicity in yeast; TDP-43 expressing yeast growth rescue, BacTiter-Glo, 24 h; Potency, µM (doses to about 46.1 µM), without a hit: top-dose growth rescue (activation), most hits filed as activators; actives 1.8% (n = 410,000); AID 652104; note: potency is the fitted concentration of half-maximal effect; % of control where 0% means no effect; nearly all actives have a fitted effect of over 50% in size
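Growth rescue of TDP-43-toxic yeast measured as ATP luminescence (BacTiter-Glo). Cells grown to mid-log in raffinose, induced in galactose at OD600=0.02, exposed to compound 24 hr at 30 deg C.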
PTHR1 agonist – agonists of human PTHR1 parathyroid hormone receptor. Q03431. HEK293 GP2 PTHR1 cells, GloSensor cAMP luminescence, 1 h. Potency, µM (series often up to 115 µM), without a hit: at the top dose activation, most hits filed as activators. actives 0.075% (n = 410,000). AID 743266; note: potency is the fitted concentration of half-maximal effect; nearly all actives have a fitted effect of over 55% in size; some results filed as inactive show a strong effect at the top dose; inactives centre near -15; many of its hits are not listed in these tables
Target sequence (Q03431 whole entry, looked up): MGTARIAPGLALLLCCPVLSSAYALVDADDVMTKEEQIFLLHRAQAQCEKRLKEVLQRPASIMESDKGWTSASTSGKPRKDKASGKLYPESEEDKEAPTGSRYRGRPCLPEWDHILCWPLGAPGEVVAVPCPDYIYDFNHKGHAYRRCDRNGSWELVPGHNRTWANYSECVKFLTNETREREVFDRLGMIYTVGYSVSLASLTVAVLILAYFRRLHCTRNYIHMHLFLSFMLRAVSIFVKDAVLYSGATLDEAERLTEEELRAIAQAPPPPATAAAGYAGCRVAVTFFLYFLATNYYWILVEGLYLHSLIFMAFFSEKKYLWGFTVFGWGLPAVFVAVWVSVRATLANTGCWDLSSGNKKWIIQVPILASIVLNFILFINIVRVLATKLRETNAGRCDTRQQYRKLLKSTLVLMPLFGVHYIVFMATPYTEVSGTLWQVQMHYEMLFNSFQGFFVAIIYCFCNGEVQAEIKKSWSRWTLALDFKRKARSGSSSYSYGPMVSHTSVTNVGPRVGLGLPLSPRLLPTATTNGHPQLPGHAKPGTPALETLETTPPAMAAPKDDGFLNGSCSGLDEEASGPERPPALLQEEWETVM
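HEK-293-derived GP2 cells expressing PTHR1 and a GloSensor cAMP reporter, 3,000/well, plated overnight, given luciferin plus IBMX (each 0.5 mM as added) for 1 h at 37 °C, then compound for 1 h at 37 °C. Luminescence was read after 15 min at room temperature.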
GLP1R ag – activates the human GLP-1 receptor; P43220; HEK293 GLP-1R CRE-luciferase, luminescence, 4-6 h; cells express a hypersensitive GLP-1R form; Potency, µM (titrated, usually from 45.6 µM), for the others: at the highest dose activation, usual class: activators; AID 624172; actives 0.007% (n = 380,000); note: potency is the fitted concentration of half-maximal effect; % of control where 0% means no effect
HEK293 tox – cytotoxic in the GLP-1 receptor inverse agonist counter-screen; HEK293 cAMP-luciferase reporter cells, luminescence, 24 h; Potency, µM (doses to about 38.3 µM), for inactives: at the top dose activity change, negative = inhibition, actives largely listed as inhibitors; actives 0.13% (n = 410,000); AID 624418;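 note: loss of luciferase light is scored as toxicity; potency is the fitted concentration of half-maximal effect; % is set by controls: 0 for no effect and ±100 for the full control effect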
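Luminescence readout: signal drop marks cytotoxicity. Plated cells grew 12 h at 37 °C, 5% CO2, received 23 nL compound for 24 h, then got luciferase reagent, read after 12 min at RT.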
Numbers without * were called inactive; i = inactive; ? = inconclusive; . = not tested or not shown; & = joins results of further samples; [ ] = dose if it differs, or a comment. Unless noted, calls come from the whole dose curve; as a rule, active = well fitted curve in the direction sought with a large enough effect; inconclusive = small, poorly fitted or top-dose-only effect, or another doubt; inactive = no such curve, though single readings can be large; an effect the other way counts as inactive or inconclusive.

SMILES	D3 antag	GLP1R inv ag	aSyn rescue	KB-V1 MDR tox	DRD3 agonist	TDP-43 yeast inh	PTHR1 agonist	GLP1R ag	HEK293 tox
COc1cccc(CC(=O)N2CCCC(CCC(=O)N3CCN(c4ccccn4)CC3)C2)c1 (stereo not drawn)	7	-14%[7.66 µM]	?	-11%	3	11%[9.22 µM]	-38%[inhibitor]	8%	-4%[7.66 µM]
CCNc1nc(NCC)n2c(SCC(=O)O)nnc2n1	19	7%	0%	-2%	3	11%	i	-5%	-1%
COc1ccc(S(=O)(=O)N2CCCCC2)cc1NC(=O)c1ccc([N+](=O)[O-])o1	-1	13%	-2%	-11%	-6	.	-5%	5%	7%
O=C(O)c1c(NC(=O)N(CCO)Cc2ccccc2)sc2c1CCCC2	10	-6%	-1%	-4%	-2	5%	-4%	4%	-18%
CCOC(=O)c1c(S(=O)(=O)N2CCCC(C(=O)Nc3ccc(C)cn3)C2)c(C)n(C)c1C (stereo not drawn)	0	19%&3%	0%	1%&0%	-1&-5	3%&13%	i	0%	-8%&-11%
CN(C(=O)CSc1cccc[n+]1[O-])c1ccccc1	3	8%	-1%	-3%	4	26%	-2%	-1%	0%
C/C=C(/C)C(=O)Nc1cccc(C2=NOC3(C2)C[C@@H](C(N)=O)N(C(=O)[C@H]2CCC(=O)N2)C3)c1 (stereo partly drawn)	-6	3%	0%	7%	28	-25%	26%	-4%	-7%
NC(=O)COC(=O)c1sc2ccccc2c1Cl	9	20%	3%	-3%	7	27%	i	9%	-3%
Clc1cccc(OCCCCCN2CCOCC2)c1	?	0%	0%	1%	-18	-14%	i	6%	0%
CCOC(=O)NC1(Nc2cccc(Cl)c2)Oc2ccccc2O1	-7	41%[activator]	2%	?	-14	-19%	-15%	0%	?
Cc1ccc(N/C=C2\CCCCC2=O)nc1	7	23%	1%	-4%	-2	8%	-12%	1%	5%
COc1ccc(NC(=O)c2oc3ccccc3c2NC(=O)c2ccc(OC)c(OC)c2)c(OC)c1	6	79%[activator]	2%	6%	9	8%	0%	14%	-10%
Cc1ccc(S(=O)(=O)c2ccc(Oc3cccc(C)c3)cc2)cc1	-1	10µM*	1%	-9%	-3	17%	i	-4%	-3%
Cc1cccc(N2C(=O)c3ccc(C(=O)Nc4cccc(C(=O)O)c4)cc3C2=O)c1	16	64%[activator]	-6%	?	4	17%	i	-6%	-6%
Cc1cccc(OC(C)C(=O)OCC(=O)N2CCN(c3ccccc3)CC2)c1 (stereo not drawn)	-28	-4%	1%	?	-4	17%	-4%	-10%	20%
COc1ccc(-c2nonc2NC(=O)c2oc3ccccc3c2C)cc1OC	-8	36%[activator]	-2%	-27%	-5	-2%	-32%[inhibitor]	-5%	2%
Cc1ccsc1/C=N\NC(=O)CCc1c(C)n[nH]c1C	10	1%	-1%	5%	-6	-21%	i	2%	19%
CCCS(=O)(=O)N1CCC(C(=O)NCCCOC(C)C)CC1	-29	-12%	-10%	3%	3	-9%	-9%[57.5 µM]	-7%	-2%
Cn1c(=O)[nH]c(=O)c2c1nc(N1CCN(C(=O)c3ccco3)CC1)n2CCCSc1ncccn1	-5	9%	1%	2%	1	-10%	i	-4%	2%
Cn1c(NCCc2ccccc2)cc(=O)n(C)c1=O	16	9%	4%	?	3	3%	-2%[57.5 µM]	-1%	-2%
COc1ccc(CCNC(=O)c2ccc3c(c2)N(Cc2ccccc2F)C(=O)c2ccccc2S3(=O)=O)cc1OC	.	-1%	.	-2%	-17	-19%	-22%	0%	2%
Cc1ccc(NC(=O)CCc2nnc3ccc(N4CCC(C)CC4)nn23)nc1	-29	14%	-11%	-5%	-16	1%	i	0%	-8%
Cc1cc(S(=O)(=O)NC2CCN(Cc3ccccc3)CC2)c(C)cc1Cl	18	?	3%	-25%	2	-7%	i	8%	8%
NC(=O)COc1cc2oc(=O)c3c(c2cc1Cl)CCCC3	39	12%	13%	8.2µM*	-2	-5%	i	25%	4%
O=C(Cc1ccc(Cl)cc1)Nc1ccccc1C(=O)N1CCCC1	1	5%	-6%	-19%	-20	-1%	-18%	0%	3%
COc1ccc(S(=O)(=O)N2CCN(C(=O)c3sccc3-c3ccccc3)CC2)cc1	4	-16%	10%	-27%	-3	?	-19%	1%	-14%
COc1ccc(Cl)cc1NS(=O)(=O)c1cccc(C(=O)N2CC(C)OC(C)C2)c1 (stereo not drawn)	19	10%	-7%	1%	2	-2%	-15%	0%	-21%
COc1ccc(Cn2c(=O)[nH]c3cc(C(=O)N4CCN(c5cccc(Cl)c5)CC4)ccc3c2=O)cc1	.	15%	.	?	3	14%	i	0%	4%
CCN(CC)S(=O)(=O)c1cccc(C(=O)Oc2cccnc2)c1	-53*	-3%	10%	?	-5	24%	-18%[57.5 µM]	-8%	5%
COc1ccccc1CN1CCNC(=O)C1CC(=O)NCCCn1cccn1 (stereo not drawn)	-9	-5%	-4%	5%	-17	-29%	1%	7%	5%
O=c1[nH][nH]cc1C=Nc1ccc(Oc2ccccc2)cc1	7	28%	10%	4%	8	-24%	i	6%	6%
COC(=O)c1nnn(-c2ccsc2C(=O)OC)c1C(=O)OC	6	14%	0%	3%	5	-3%	-18%	3%	1%
Cc1ccccc1-n1c(SC(C)C(N)=O)nnc1-c1cccnc1 (stereo not drawn)	7	5%	-3%	15%	0	-8%	?	1%	-14%
C=CCn1c(SCc2ccc(Br)cc2F)nc2cc(C(=O)O)ccc2c1=O	-9	?	9%	-9%	13	-7%	-14%	1%	-2%
C/C(=N\NC(=O)c1ccccc1)c1ccccc1Br	-13	?	4%	-4%	-6	-12%	i	9%	5µM*
O=C(CCN1CCOCC1)N1CCCC(Nc2cccc(F)c2)C1 (stereo not drawn)	7	2%	-2%	-6%	-6	-23%	i	-3%	-4%
CCN(CC)C(=O)C(=O)Nc1ccc(OCc2ccccc2)cc1	1	-29%	0%	3%	-2	29%	-3%	7%	3%
COC(=O)c1ccc2c(c1)S(=O)(=O)NC2C (stereo not drawn)	18	5%	2%	35%	7	25%	-17%	5%	0%
COc1cc(OC)cc(-c2oc(=O)c3cc(OC)c(OC)cc3c2C(F)(F)F)c1	0	25%	-3%	16%	12	7%	-16%	10%	?
O=c1cc(-c2ccccc2)nc(SCc2ccccc2F)[nH]1	5	11%	1%	30%	1	-1%	0%	4%	0%
O=C(Cc1ccc(F)cc1)Nc1ccc(S(=O)(=O)N2CCCCC2)cc1	-13	?	3%	?	2	-15%	-6%	11%	10%
CC(C)n1cnnc1SCC(=O)Nc1cccnc1Cl	7	-3%	1%	0%	2	8%	i	7%	1%
Cc1cc(C(=O)c2ccc(C(C)(C)C)cc2)c(NC(=O)CCl)s1	-14	?	1%	?	-2	17%	i	8%	-12%
O=C(COC(=O)c1cccs1)NCCc1ccc(F)cc1	8	16%	4%	23%	4	?	i	6%	-3%
Cn1ncc([N+](=O)[O-])c1C(=O)Nc1ccn(Cc2ccccc2F)n1	9	0%	-12%	?	8	-1%	-17%	-1%	-13%
Cc1ccc(C)c(S(=O)(=O)N2CCN(C(=O)c3ccc4ccccc4n3)CC2)c1	-2	?	-20%[1.84 µM]	-19%	7	?	-44%[inhibitor]	5%	2%
COc1ccc2[nH]cc(CCNC(=O)COc3ccc4ccc(=O)oc4c3)c2c1	25	-12%	-1%	8%	-1	0%	0%	?	-11%
O=C(N=C1SC2CS(=O)(=O)CC2N1Cc1ccc(Cl)cc1)C1CC1 (stereo not drawn)	19	-6%	2%	-21%	10	9%	-40%[inhibitor]	2%	-6%

Compounds from the list above containing an aryl methoxy group, in the order listed:
SMILES	D3 antag	GLP1R inv ag	aSyn rescue	KB-V1 MDR tox	DRD3 agonist	TDP-43 yeast inh	PTHR1 agonist	GLP1R ag	HEK293 tox
COc1cccc(CC(=O)N2CCCC(CCC(=O)N3CCN(c4ccccn4)CC3)C2)c1 (stereo not drawn)	7	-14%[7.66 µM]	?	-11%	3	11%[9.22 µM]	-38%[inhibitor]	8%	-4%[7.66 µM]
COc1ccc(S(=O)(=O)N2CCCCC2)cc1NC(=O)c1ccc([N+](=O)[O-])o1	-1	13%	-2%	-11%	-6	.	-5%	5%	7%
COc1ccc(NC(=O)c2oc3ccccc3c2NC(=O)c2ccc(OC)c(OC)c2)c(OC)c1	6	79%[activator]	2%	6%	9	8%	0%	14%	-10%
COc1ccc(-c2nonc2NC(=O)c2oc3ccccc3c2C)cc1OC	-8	36%[activator]	-2%	-27%	-5	-2%	-32%[inhibitor]	-5%	2%
COc1ccc(CCNC(=O)c2ccc3c(c2)N(Cc2ccccc2F)C(=O)c2ccccc2S3(=O)=O)cc1OC	.	-1%	.	-2%	-17	-19%	-22%	0%	2%
COc1ccc(S(=O)(=O)N2CCN(C(=O)c3sccc3-c3ccccc3)CC2)cc1	4	-16%	10%	-27%	-3	?	-19%	1%	-14%
COc1ccc(Cl)cc1NS(=O)(=O)c1cccc(C(=O)N2CC(C)OC(C)C2)c1 (stereo not drawn)	19	10%	-7%	1%	2	-2%	-15%	0%	-21%
COc1ccc(Cn2c(=O)[nH]c3cc(C(=O)N4CCN(c5cccc(Cl)c5)CC4)ccc3c2=O)cc1	.	15%	.	?	3	14%	i	0%	4%
COc1ccccc1CN1CCNC(=O)C1CC(=O)NCCCn1cccn1 (stereo not drawn)	-9	-5%	-4%	5%	-17	-29%	1%	7%	5%
COc1cc(OC)cc(-c2oc(=O)c3cc(OC)c(OC)cc3c2C(F)(F)F)c1	0	25%	-3%	16%	12	7%	-16%	10%	?
COc1ccc2[nH]cc(CCNC(=O)COc3ccc4ccc(=O)oc4c3)c2c1	25	-12%	-1%	8%	-1	0%	0%	?	-11%

High-throughput results: PubChem BioAssay, National Center for Advancing Translational Sciences (NCATS)

Some of the compounds tested; rates above refer to the full screens.
